GLS inh = qHTS for Inhibitors of Glutaminase (GLS). GLS enzymatic activity, qHTS titration. Potency, µM (doses to about 45.5 µM), inactives show top-dose activity change, negative = inhibition, hits mostly inhibitors. 410,000 compounds, 0.21% hits. Glutaminase kidney isoform, mitochondrial (Homo sapiens), O94925. AID 624170, 2012; also: potency is read from the fitted curve at half-maximal effect; % is scaled to controls: 0 for no effect and ±100 for the full control effect
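hKGA in 45 mM KH2PO4 (pH 8.2), 0.02% Tween-20 with compound, then 1mM L-Glutamine (stock as added) plus glutamate oxidase/HRP/Amplex red coupling mix. Fluorescence read initially and after 30 min at RT; signal change reflects glutamate formation.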
IDH1 R132H inh = qHTS for Inhibitors of mutant isocitrate dehydrogenase 1 (IDH1): qHTS; Isocitrate dehydrogenase [NADP] cytoplasmic (Homo sapiens), O75874; Potency, µM (titrated, usually from 76.6 µM), for inactives: top-dose activity change, negative = inhibition, actives largely listed as inhibitors; 390,000 compounds, 0.093% hits; IDH1-R132H enzyme, NADPH consumption, diaphorase/resazurin fluorescence; also: potency is read from the fitted curve at half-maximal effect; % is scaled to controls: 0 for no effect and ±100 for the full control effect; nearly all actives have a fitted effect of over 65% in size
Target sequence (O75874 whole entry R132H, stated change not applied): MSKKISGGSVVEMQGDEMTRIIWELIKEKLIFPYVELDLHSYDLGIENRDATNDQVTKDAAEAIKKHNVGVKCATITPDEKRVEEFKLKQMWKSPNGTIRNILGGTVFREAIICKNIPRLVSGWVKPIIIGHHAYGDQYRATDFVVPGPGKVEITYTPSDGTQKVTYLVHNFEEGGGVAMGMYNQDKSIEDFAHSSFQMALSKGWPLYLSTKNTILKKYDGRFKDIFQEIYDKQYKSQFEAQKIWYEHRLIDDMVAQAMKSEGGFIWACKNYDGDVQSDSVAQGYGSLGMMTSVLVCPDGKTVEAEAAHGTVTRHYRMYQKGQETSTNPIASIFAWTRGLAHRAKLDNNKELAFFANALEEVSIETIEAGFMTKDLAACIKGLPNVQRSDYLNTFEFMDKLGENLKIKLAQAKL
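IDH1-R132H (0.5 ug/mL) preincubated 30 min with compound, then NADPH (0.016 mM) and alpha-KG (2 mM) added; 80 min at RT, pH 7.5. Remaining NADPH coupled via diaphorase/resazurin to fluorescence (540/590 nm); concentration-response curves normalized to no-enzyme control.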
PI4K2A block = qHTS for small molecular inhibitors of PI4K2A. Phosphatidylinositol 4-kinase type 2-alpha (Homo sapiens), Q9BTU6. purified PI4K2A, ADP-Glo luminescence, 1 h; hits give low values. activity change, negative = inhibition, % at 76.9 µM. 420,000 compounds, 0.13% hits; in the data active = activity change below about -50%; inconclusive = mostly about -30% to -49%;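 also: -100% = wells without enzyme as full effect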
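In this quantitative HTS, ADP production by PI4K2A was quantified luminescently after 1 h at ambient temperature; 100 microM adenosine served as plate-quality control.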
Pin1 inhibitor = qHTS Assay to Find Inhibitors of Pin1; Pin1 FP peptide displacement, HiFluor488, 10 min; Potency, µM (top dose mostly 115 µM), without a hit: top-dose activity, negative = inhibition, hits mostly inhibitors; Peptidyl-prolyl cis-trans isomerase NIMA-interacting 1 (Homo sapiens), Q13526; 390,000 compounds, 0.009% hits; active = well fitted inhibition curve with a large enough effect in the polarisation, with a control signal flat, not every such curve was filed as active; inconclusive = small, poorly fitted or top-dose-only effect, or effect the other way, or a change in a side signal; inactive = no such curve, though single readings can be large or run the other way; the % refers to the polarisation; also: potency is read from the fitted curve at half-maximal effect; % is scaled to controls: 0 for no effect and ±100 for the full control effect
Target sequence (Q13526 whole entry, looked up): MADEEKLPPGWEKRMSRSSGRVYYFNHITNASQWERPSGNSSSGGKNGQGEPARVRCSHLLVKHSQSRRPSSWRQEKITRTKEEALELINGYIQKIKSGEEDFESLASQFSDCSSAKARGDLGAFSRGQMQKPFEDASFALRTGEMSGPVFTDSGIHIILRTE
HP1b chromo inh = HTS for Inhibitors of HP1-beta Chromodomain Interactions with Methylated Histone Tails; Potency, µM (doses to about 114 µM), inactives show top-dose activity change, negative = inhibition, hits mostly inhibitors; Chromobox protein homolog 1 (Homo sapiens), P83916; AlphaScreen HP1-beta / biotin-H3K9me3 peptide binding; AID 540317, 2011; 390,000 compounds, 0.56% hits; also: potency is read from the fitted curve at half-maximal effect; nearly all actives have a fitted effect of over 70% in size; inactives centre near 23
Target sequence (P83916 whole entry, looked up): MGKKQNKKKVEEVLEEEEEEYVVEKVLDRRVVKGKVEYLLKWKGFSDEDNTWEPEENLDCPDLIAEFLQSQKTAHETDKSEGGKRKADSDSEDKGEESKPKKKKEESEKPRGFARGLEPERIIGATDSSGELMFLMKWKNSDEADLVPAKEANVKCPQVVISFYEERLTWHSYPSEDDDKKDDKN
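HP1-beta protein (50 nM final) preincubated 30 min at room temperature with biotinylated H3(1-18)K9me3 peptide (50 nM) in PBS pH 7.4, 0.01% Tween-20, then compound added for 30 min. AlphaScreen streptavidin donor/nickel chelate acceptor beads (10 ug/mL final), 30 min dark, luminescence read.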
TrxR1 substrate = qHTS Assay for Substrates of Mammalian Selenoprotein Thioredoxin Reductase 1 (TrxR1): qHTS; Thioredoxin reductase 1, cytoplasmic (Rattus norvegicus), O89049; purified TrxR1 substrate turnover, NADPH consumption readout; Potency, µM (top dose mostly 114 µM), for the others: at the top dose activity change, negative = substrate turnover; 390,000 compounds, 0.01% hits; also: potency is read from the fitted curve at half-maximal effect; % is scaled to controls: 0 for no effect and ±100 for the full control effect; nearly all actives have a fitted effect of over 50% in size
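Rat TrxR1, dispensed at 90 nM, was prereduced with 400 uM NADPH (final) for 5 min at ~22 deg C, then incubated with compound 15 min before 400 uM selenite. A first-read NADPH fluorescence drop versus no-compound background flagged substrates.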
USP1 inh = Inhibitors of USP1/UAF1: Primary Screen; Ubiquitin carboxyl-terminal hydrolase 1 (Homo sapiens), O94782; recombinant USP1/UAF1, Ub-Rhodamine cleavage fluorescence; AID 743255, 2014; Potency, µM (highest dose often 57.1 µM), without a hit: top-dose activity change, negative = inhibition, usual class: inhibitors; 390,000 compounds, 0.23% hits; also: potency is read from the fitted curve at half-maximal effect; % is scaled to controls: 0 for no effect and ±100 for the full control effect; nearly all actives have a fitted effect of over 60% in size; inactives centre near -12
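USP1/UAF1 complex at 1 nM was preincubated with compound for 15 min at room temperature, then Ub-Rho substrate (150nM final) was added. Fluorescence (480/540 nm) was read kinetically, 6 reads every 60 seconds.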
TrxR1 inh = qHTS Assay for Inhibitors of Mammalian Selenoprotein Thioredoxin Reductase 1 (TrxR1): qHTS | 390,000 compounds, 1% hits | Potency, µM (highest dose often 114 µM), inactives show at the top dose activity change, negative = inhibition, usual class: inhibitors | recombinant rTrxR1, NADPH fluorescence consumption, selenite substrate | Thioredoxin reductase 1, cytoplasmic (Rattus norvegicus), O89049 | AID 588453, 2011; also: potency is read from the fitted curve at half-maximal effect; % is scaled to controls: 0 for no effect and ±100 for the full control effect; nearly all actives have a fitted effect of over 65% in size
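Rat TrxR1 (90 nM in the dispensed reagent) was pre-reduced with 400 uM NADPH for 5 min at room temperature, then incubated with compound for 15 min. After 400 uM selenite was added, NADPH fluorescence (Ex 340/Em 450 nm) was followed for 8 min.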
Tb PGK inh = qHTS Assay to Find Inhibitors of Phosphoglycerate Kinase | Phosphoglycerate kinase, glycosomal (Trypanosoma brucei brucei), P07378 | Potency, µM (top dose mostly 57.5 µM), for the others: top-dose activity change, negative = inhibition, most hits filed as inhibitors | PGK/GAPDH coupled, Kinase-Glo luminescence, 60 min | AID 602233, 2012 | 380,000 compounds, 0.043% hits; also: potency is read from the fitted curve at half-maximal effect; % is scaled to controls: 0 for no effect and ±100 for the full control effect; nearly all actives have a fitted effect of over 60% in size
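Recombinant glycosomal PGK reaction used 1,3-bisphosphoglycerate generated in-well by GAPDH (100nM final) in 100mM TEA pH 7.6, 5mM MgCl2, 0.01% Tween-20. After 60 minutes at room temperature, ATP was read by Kinase-Glo Plus luminescence end-point.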
Starred values were filed as active, the others as inactive; i = inactive; ? = inconclusive; & = joins results of further samples; [ ] = another dose, or the depositor's remark. Unless noted, calls follow the shape of the dose curve; as a rule, active = well fitted curve in the direction sought with a large enough effect; inconclusive = small, poorly fitted or top-dose-only effect, or another doubt; inactive = no such curve, though single readings can be large; an effect the other way counts as inactive or inconclusive. These rows are one share of the data; count on the stated rates, not on these rows.

Structure | GLS inh | IDH1 R132H inh | PI4K2A block | Pin1 inhibitor | HP1b chromo inh | TrxR1 substrate | USP1 inh | TrxR1 inh | Tb PGK inh
CN(c1c[nH]c(=O)[nH]c1=O)C1CCCCC1 | -16% | 10% | -11 | -3% | 53%[activator] | -23%[57.1 µM] | -10% | 20%[57.1 µM] | -9%
CC(NC(=O)c1cccc(C(F)(F)F)c1)C1CCCO1 (configuration not stated) | 1% | 1% | -3 | 2% | 13% | 3% | -8% | 10% | 8%
Cc1cc(C(=O)CSc2nc(N)cc(=O)[nH]2)c(C)n1CC1CCCO1 (configuration not stated) | 0% | -9% | -1 | 4% | -10% | -3% | -7% | 16% | -1%
O=C(c1ccccc1F)N1c2ncnn2C2(CCCCC2)[C@@H]2CCCC[C@@H]21 | -3% | 14% | 3 | -4% | 65%[activator] | 0% | 3% | 20% | i
COc1ccc(-c2nn(-c3ccccc3)cc2/C=N/NC(=O)c2cccc(S(=O)(=O)Nc3ccccc3OC)c2)cc1 | 2% | 4% | -3 | 55%[activator] | 22% | 27% | -6% | 19% | i
C[C@H](CO)N1C[C@H](C)[C@@H](CN(C)S(=O)(=O)c2ccccc2)Oc2c(NC(=O)Cc3ccccc3)cccc2C1=O | 6% | -9% | -1 | -6% | 44%[activator] | -1% | -24% | 11% | -2%
COCCN1C(=O)C(CC(=O)Nc2ccccc2)SC1=Nc1ccc(OC)cc1 (configuration not stated) | -1% | 2% | 0 | -10% | 32% | 8%[11.4 µM] | -17% | 11%[11.4 µM] | 6%
CC(=O)Nc1ccc(S(=O)(=O)NCCC(=O)NNC(=O)c2ccccc2O)cc1 | 22% | -8% | 5 | 5% | 18% | -1% | 5% | -11% | 8%
COc1ccc(NS(=O)(=O)c2ccc(N3CCOCC3)c(NC(=O)c3ccccc3Br)c2)cc1 | -3% | 24% | -5 | 14% | -15% | -4% | -6% | 9% | -1%
CCOc1ccc(S(=O)(=O)NCCc2sc3nc(-c4ccc(F)cc4)nn3c2C)cc1 | 8% | 14% | 0 | 1% | 36% | -3%[57.1 µM] | -17% | -1%[57.1 µM] | -11%
CC(C)OC(=O)CSc1nnc(-c2cnccn2)n1-c1ccc(Cl)cc1 | -1% | -2% | 2 | -2% | 31%[activator] | 7% | -21% | 19% | 0%
Cc1ccc(C23OC(=O)C(C)(C)C2OC(=O)C3(C)C)cc1 (configuration not stated) | 0% | 5% | 7 | -4% | 51% | -13% | -15% | -12% | -7%
CCN(CC)C(=O)c1sc(N2C(=O)Nc3ccccc3N2O)c(C(=O)OC)c1C | 0% | 7% | 5 | 1% | 27% | -3% | -6% | -5% | -3%
Cc1noc(/C=C/N(C)C)c1S(=O)(=O)N1CCCC(C(=O)N2CCc3ccccc32)C1 (configuration not stated) | 3% | -4% | -4 | 41%[activator] | 42%[activator] | 0%[57.1 µM] | -8% | 10%[57.1 µM] | -1%
O=C(N/N=C/c1coc2ccccc2c1=O)c1ccccc1 | -4% | -5% | 5 | 4% | 34% | 14%[57.1 µM] | ? | -36% | 6%

Next section; it opens with the five that closed the last part.
Structure | GLS inh | IDH1 R132H inh | PI4K2A block | Pin1 inhibitor | HP1b chromo inh | TrxR1 substrate | USP1 inh | TrxR1 inh | Tb PGK inh
CC(C)OC(=O)CSc1nnc(-c2cnccn2)n1-c1ccc(Cl)cc1 | -1% | -2% | 2 | -2% | 31%[activator] | 7% | -21% | 19% | 0%
Cc1ccc(C23OC(=O)C(C)(C)C2OC(=O)C3(C)C)cc1 (configuration not stated) | 0% | 5% | 7 | -4% | 51% | -13% | -15% | -12% | -7%
CCN(CC)C(=O)c1sc(N2C(=O)Nc3ccccc3N2O)c(C(=O)OC)c1C | 0% | 7% | 5 | 1% | 27% | -3% | -6% | -5% | -3%
Cc1noc(/C=C/N(C)C)c1S(=O)(=O)N1CCCC(C(=O)N2CCc3ccccc32)C1 (configuration not stated) | 3% | -4% | -4 | 41%[activator] | 42%[activator] | 0%[57.1 µM] | -8% | 10%[57.1 µM] | -1%
O=C(N/N=C/c1coc2ccccc2c1=O)c1ccccc1 | -4% | -5% | 5 | 4% | 34% | 14%[57.1 µM] | ? | -36% | 6%
O=C(CN1C(=O)c2cccnc2C1=O)c1ccccc1 | 1% | -1% | 2 | -7% | 28% | 10% | -13% | 13% | -1%
COc1cccc(OC)c1C(=O)NCCOc1cc(C)cc(C)c1 | 1% | 12% | -2 | -2% | 41%[activator] | 6%[57.1 µM] | -20% | 13% | -2%
NC(=O)N=Nc1c(O)n(Cc2ccccc2)c2ccc(Br)cc12 | -4% | -13% | 2 | 5% | 19% | -6% | -19% | -4% | 8%
O=C(/C=C\c1ccc2c(c1)OCO2)NC1(C(=O)Nc2ccc3c(c2)OCO3)CCCCC1 | 6% | -3% | -2 | -1% | 8% | 10%[57.1 µM] | -13% | 5%[57.1 µM] | -8%
CN1c2ccccc2C(C)(C)C12CC(CCl)=NO2 (configuration not stated) | 7% | 4% | 4 | 1% | 23% | -2%[57.1 µM] | 0% | 25µM* | -4%
COc1ccc(C(=O)N2CCN(Cc3ccccc3C(F)(F)F)CC2)cc1 | -7% | 3% | -2 | -8% | ? | -3% | -15% | 22% | -8%
CCOC(=O)c1[nH]c2c(c1Cc1ccccc1C)C(=O)CC(c1ccccc1)C2 (configuration not stated) | 2% | 7% | -22 | 7% | 23% | 1% | -21% | 13% | i
CC(C)N1CCN(C(=O)c2ccc(OC3CCN(CCc4ccccc4)CC3)cc2)CC1 | -8% | 2% | 0 | -1% | 16% | -1% | -7% | 13% | -7%
CC(OC(=O)CCNS(=O)(=O)c1cccs1)C(=O)Nc1ccc(S(N)(=O)=O)cc1 (configuration not stated) | 1% | -4% | 1 | 0% | 37% | 4% | -23% | 17% | -7%
CN(c1ccc(OCc2ccc([N+](=O)[O-])cc2)cc1)S(=O)(=O)c1ccccc1 | -2% | 7% | -2 | 1% | ? | -1%[57.1 µM] | -5% | 4%[57.1 µM] | -10%
CCSC1=C(C#N)C(c2cccs2)C(C(=O)OC)=C(C)N1 (configuration not stated) | 14% | -2% | 4 | -3% | 47%[activator] | -8% | -7% | -12% | -1%
Cc1ccn2c(Nc3ccccc3C)c(-c3ccncc3)nc2c1 | 3%&-1% | -7%&-1% | -1&0 | 6%&-12% | 25%&-12% | 7%&-8% | -18%&-6% | 12%&-20% | 1%&0%
COC(=O)C1=CN(Cc2ccc(OC)cc2)C=C(C(=O)OC)C1c1cc(OC)c(OC)c(OC)c1 | -6% | -7% | -2 | 1% | 44%[activator] | 109%[activator][57.1 µM] | ? | 1%[57.1 µM] | 0%
CC(=O)Nc1ccc(/C=C2\CCc3ccccc3C2=O)cc1 | -7% | 5% | -4 | 4% | 3% | 4%[57.1 µM] | -2% | -4%[57.1 µM] | 1%
Cc1cccc(C2c3[nH]c4ccccc4c3CCN2Cc2cccn2-c2ncccn2)c1 (configuration not stated) | -7% | 7% | -10 | ? | ? | 11%[57.1 µM] | -23% | 25%[57.1 µM] | 0%
CCOc1ccc(CCNC(=O)/C=C/c2ccco2)cc1OCC | 0% | -3% | -1 | 2% | 5% | 5% | -10% | 20µM* | 4%
O=C1NC(Cc2ccc(O)cc2)c2nc3cc(Cl)ccc3c(=O)n2-c2cc(Cl)ccc21 (configuration not stated) | 3% | 4% | -2 | 6% | 13% | -5% | -33% | -3% | i
Cc1ccc(NC(=O)Cn2cc([N+](=O)[O-])nc2C)cc1C | -8% | 0% | 2 | -15% | 35% | -6% | -21% | 11% | i
CC(C)(C)NC(=O)NC(=O)CN1CCN(Cc2ccccc2)CC1 | ? | 6% | 5 | 3% | 13% | -3% | -17% | -3% | -1%
Cc1cc2c3c([nH]c2cc1S(=O)(=O)NCc1ccc(CN2CCCCCC2)o1)CCCC3=O | 6% | 0% | 1 | ? | 23% | 2% | -12% | 7% | -4%
COc1cccc(NC(=S)N(CCCN2CCCC2)Cc2cccn2Cc2ccc(Cl)cc2)c1 | -4% | 5% | -2 | -1% | ? | -6% | -10% | 4% | -4%

Screens: PubChem BioAssay, National Center for Advancing Translational Sciences (NCATS)
